# Insulin prom up: insulin promoter activators in MIN6 cells, imaging, high-content screening, mouse beta cells | 190,000 tested, 0.3% active | MIN6 insulin promoter-GFP reporter; active compounds read high | AID 1625, 2009 | z-score at 5 µM;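 active = z-score above 3 at 5 µM with at least 500 cells counted in the well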
# MT stabilize HCS: microtubule stabilizers in HeLa cells, primary screen, imaging, high-content imaging; HeLa tubulin immunostaining HCS, 24 h; share of cells brighter than vehicle mean+2SD; % tubulin-high responders, % at 10 µM; 200,000 tested, 0.83% active; AID 2205, 2009;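 active = plate Z-score above 3 for both tubulin-high and condensed-nucleus cell shares, with cell loss under 80%, at 10 µM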;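 note: anti alpha tubulin signal scored within the nucleus-defined area of each cell; some results filed as inactive read as strong as hits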
# P. falciparum M17LAP: P. falciparum M17LAP inhibitors, primary screen, biochemical, fluorogenic H-Leu-NHMec substrate, 1536-well (AID 1619); Leucine aminopeptidase (Plasmodium falciparum (isolate 3D7)); recombinant M17LAP, H-Leu-NHMec fluorogenic kinetic assay; higher % means a stronger effect; inhibition, % at 30 µM; hits with a dose series show IC50 in µM; 220,000 tested, 0.38% active;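 active = compound inhibiting the enzyme by more than half at any dose during confirmatory dose-response retesting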;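 note: plate controls were full reaction with DMSO carrier for no effect and no enzyme background for full effect; strong numbers were not always called active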
# Dynein transport: inhibitors of GR-EGFP nuclear translocation, primary screen, dynein cargo transport inhibitor project, imaging, high-content, 3617.4 mouse cells | test concentration mostly 20 µM; stimulated with dexamethasone, 1 µM; active compounds read low | z-score, hits read low | 220,000 tested, 0.47% active | AID 1381, 2008;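 active = plate z-score of nuclear minus cytoplasmic receptor signal below a set negative limit, without overly bright fluorescence or cell loss, cut at about -3.5 in these data, passing the limit was not always enough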;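 note: z-score of nuclear minus cytoplasmic ring GR-EGFP intensity difference per well; some compounds called inactive have numbers as strong as hits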
#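 Buffer or medium – tet-free medium with charcoal-stripped serum · Signal – automated 10x imaging of fixed Hoechst-stained cells · Also added – dexamethasone agonist, 1.0 µM final, for 30 min · Incubation – induction 48 h, compound 1 h, agonist 30 min · Read-out – GR-EGFP nuclear translocation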
# Autophagy HCS: autophagy modulators in MEF cells, primary screen, imaging, high-content, MEF GFP-LC3. MEF GFP-LC3 puncta imaging; test concentration mostly 10 µM. AID 463193, 2010. calls only at 10 µM (by protocol). 190,000 tested, 0.98% active;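 active = percentage of spot-positive cells more than 3 SD above its plate mean, without a fluorescence outlier flag or 80% toxicity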;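 note: spot-positive cell cutoff set from DMSO-treated cells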
# bCat nuc transl: modulators of beta-catenin nuclear translocation, primary screen, imaging, HeLa cells, immunofluorescence, high-content | nuclear translocation activity, % at 5 µM | 190,000 tested, 0.3% active;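 active = nuclear translocation activity above 50% at 5 µM, with a well cell count of 50 or more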;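 note: per-cell ratio of nuclear to cytoplasmic median beta-catenin stain intensity; plate controls were DMSO negative control for no effect and GSK-3 inhibitor IX positive control for full effect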
#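 Signal – beta-catenin immunofluorescence imaging with DAPI · Test system – human HeLa cell line · Dosing – 5 µM primary single dose, 0.1% DMSO, 0.02–20 µM confirmation series · Measure – % activation, nuclear-to-cytoplasmic median beta-catenin signal ratio per cell · Incubation – 24 h compound exposure at 37°C, 5% CO2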
# HEK293 NOD2/NF-kB: NOD2 signaling inhibitors, cell-based, luminescence, uHTS, HEK293 (AID 1566); inhibition, % at 4 µM, or EC50 in µM where a hit was titrated; 290,000 tested, 0.63% active; HEK293 NOD2/NF-kB luciferase reporter, luminescence; higher % means a stronger effect; in the data active = inhibition above about 50%; note: many of its hits are not listed in these tables
# NOD1 NF-kB reporter: NOD1 signaling inhibitors, primary screen, cell-based, luminescence, uHTS (AID 1578); NOD1-driven NF-kB luciferase reporter cells, luminescence; higher % means a stronger effect; one-dose inhibition, % at 4 µM; EC50 in µM for titrated hits; 290,000 tested, 1% active; in the data active = inhibition mostly above about 36%, no sharp cut-off; inactive = mostly below about 34%;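 note: HEK-293T reporter cells stimulated with the NOD1 agonist gamma-tri-DAP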
# Yfh1-depleted yeast: enhancers of respiration in Yfh1-depleted yeast, dose response, Friedreich's ataxia, plus single-dose screen (AID 1465) | fold induction at 50 µM; hits with a dose series show EC50 in µM | S. cerevisiae Yfh1-off respiration, WST-1 reduction, 72 h; higher fold induction means a stronger effect | 220,000 tested, 0.074% active;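 active = fold induction of absorbance versus untreated yeast above a set limit, then at least 30% activation at any dose in follow-up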;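 note: activators that raise dye reduction in frataxin-depleted yeast; strong numbers were not always called active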
# Dynein transport cytoplasmic EGFP: further read-out of Dynein transport, marked with its call; z-score; measured here: cytoplasmic GR-EGFP intensity; active compounds read high
# Dynein transport nuclear GR-EGFP: recorded beside Dynein transport, whose call it bears; z-score; measured here: nuclear GR-EGFP intensity;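 lower value marks the stronger effect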
# Dynein transport cell count: also measured in Dynein transport; calls as there; z-score; measured here: cell count per field
# Insulin prom up cell count: recorded beside Insulin prom up, whose call it bears; cell count; measured here: cytotoxicity, nuclei count;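 total cells summed across four imaged fields per well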
# bCat nuc transl cell count 5 µM: recorded beside bCat nuc transl, whose call it bears; cell count; measured here: cell count, cytotoxicity flag
# MT stabilize HCS Hoechst-high %: also measured in MT stabilize HCS; calls as there; % Hoechst-high responders; measured here: nuclear condensation Hoechst responders;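 share of cells brighter than vehicle mean plus two SD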
# MT stabilize HCS cytotoxicity %: second read-out of MT stabilize HCS, no call of its own (marks repeat the call); toxicity, %; measured here: cytotoxicity by cell density;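 0% = mean cell density of plate MIN control wells and 100% = no cells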
# Autophagy HCS cell loss 18 h: also measured in Autophagy HCS; calls as there; toxicity, %; measured here: cell loss, nuclei count;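 cell loss after 18 h compound exposure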
# Starred values were filed as active, the others as inactive; i = inactive; · = not tested or not shown.
SMILES,Insulin prom up,Insulin prom up cell count,MT stabilize HCS,MT stabilize HCS Hoechst-high %,MT stabilize HCS cytotoxicity %,P. falciparum M17LAP,Dynein transport,Dynein transport cytoplasmic EGFP,Dynein transport nuclear GR-EGFP,Dynein transport cell count,Autophagy HCS,Autophagy HCS cell loss 18 h,bCat nuc transl,bCat nuc transl cell count 5 µM,HEK293 NOD2/NF-kB,NOD1 NF-kB reporter,Yfh1-depleted yeast
CC(=O)N1C(O)CC(C)N1c1ccccc1 (stereo not given),0.19,1400,2.0,0.9,2.3,-18%,-0.22,0.11,-0.47,-0.99,i,4,3.2,885,12%,18%,i
CCN(C(=S)Nc1cccnc1)c1ccccc1,-0.8,1475,0.6,1.0,5.3,20%,-0.73,-0.25,0.053,0.23,i,-14,-0.5,1096,-8%,-23%,i
Cc1ncc([N+](=O)[O-])n1CCOC(=O)c1ccccc1,0.34,1443,3.8,2.2,1.8,5%,-0.67,-0.27,-0.29,0.31,i,8,-2.1,1101,-2%,-25%,i
Cc1ccc(C2C(C(=O)c3cccs3)=C(O)C(=O)N2c2ccc(S(N)(=O)=O)cc2)cc1 (stereo not given),0.02,1029,·,·,·,4%,0.25,-0.0013,0.08,0.71,·,·,-0.5,1297,-18%,-15%,i
Cc1ccc(NC(=O)CS(=O)CC(=O)NCC2OCCc3ccccc32)c(C)c1 (stereo not given),-0.09,936,5.7,3.0,8.7,5%,-0.51,-0.11,0.019,0.28,i,28,3.9,669,16%,4%,i
O=C(OCC(=O)N1CCN(C(=O)c2ccco2)CC1)c1ccccc1C(=O)c1ccc(Cl)cc1,-0.82,1097,1.2,1.4,5.4,3%,-0.58,-0.19,-0.4,0.5,i,-8,-1.6,1155,4%,0%,i
COc1ccc(N2CC(O)=C(c3nc(C)cs3)C2=N)cc1,-0.24,1068,2.6,5.0,9.0,9%,-0.72,-0.15,0.13,-0.012,i,8,1.1,1188,4%,1%,i
Cc1cc(C)nc(NC2=NCC(=O)N2c2cc(Cl)cc(Cl)c2)n1,-0.83,1229,2.1,1.9,4.4,-11%,-0.86,-0.28,-0.98,-0.089,i,2,-0.2,1074,6%,-17%,i
CCc1ccc(C(=O)NCc2cccs2)s1,-0.12,1194,3.7,3.0,3.1,6%,-0.71,-0.11,-0.023,-0.15,i,30,4.9,1125,-34%,-26%,i
Fc1ccc(-n2nnc(-c3nccs3)n2)cc1,0.51,1301,2.5,2.1,1.5,-2%,-0.86,-0.25,-0.27,0.33,i,22,0.4,1143,-123%,-26%,i
COC(=O)c1ccc(NC(=O)C(OC)c2ccccc2)cc1 (stereo not given),0.36,1410,8.9,1.5,8.1,1%,0.53,-0.38,0.34,0.52,i,2,0.8,1492,-12%,-17%,i
COc1ccccc1-c1nc(C#N)c(N2CCC(Cc3ccccc3)CC2)o1,0.53,1803,4.9,2.6,4.9,-20%,-0.17,0.077,-0.66,-0.45,i,16,1.1,1039,5%,45%,i
CCN(CC)c1ccc(NC(=O)c2ccccc2)cc1S(=O)(=O)Nc1ccccc1OC,-0.14,1160,2.3,3.4,9.9,4%,-0.3,-0.26,-0.17,0.69,i,0,2.9,814,-8%,19%,i
Cc1ccc(NC(=O)C2CC(=O)N(C(C)C)C2)cc1Cl (stereo not given),0.29,1477,·,·,·,-4%,2,-0.18,1.4,-1.5,i,-3,-1.2,1043,6%,-11%,i
COc1cc(OC)cc(/C(N)=N/O)c1,-0.29,1329,·,·,·,-11%,-0.56,-0.25,-0.28,0.31,·,·,0.5,1311,6%,-9%,i
COc1ccccc1N1C(=O)C2C3CC(c4ccccc4)C(C3)C2C1=O (stereo not given),-0.3,1324,1.4,2.3,3.1,-6%,-0.13,-0.21,-0.12,-0.15,i,5,-3.9,1017,14%,1%,i
CCCCN1C(=O)C(O)=C(C(C)=O)C1c1ccccc1[N+](=O)[O-] (stereo not given),0.7,1350,1.4,3.0,9.5,8%,0.75,-0.31,0.63,-0.31,i,1,-1.1,1483,9%,-3%,i
CC(C)c1nc(SCC(=O)N2c3ccccc3CC2C)c2ccccc2n1 (stereo not given),0.12,1821,1.7,1.7,5.2,6%,·,·,·,·,i,7,-3.1,1174,12%,20%,i
O=C1CCN(S(=O)(=O)c2ccccc2)CCN1CCOCc1ccc(F)cc1,0.46,1027,·,·,·,-15%,1.9,-0.75,0.84,-0.76,·,·,70*,443*,1%,1%,i
COc1ccc(C2NCCc3sccc32)cc1 (stereo not given),0.42,1418,3.0,2.0,13,-4%,0.3,1.6,0.29,0.23,i,4,0.6,1520,5%,-15%,i
O=C(CCN1C(=O)/C(=C/c2ccc3c(c2)OCO3)SC1=S)NNC(=O)c1cccnc1,·,·,2.8,1.8,6.8,-6%,-0.028,-0.18,-0.25,0.56,i,-16,-4.1,1057,24%,-32%,i
CCOC(=O)c1ccc(Nc2ncnc3ccccc23)cc1,-0.23,1090,2.4,1.6,4.1,7%,-0.75,-0.21,-0.69,0.83,i,5,-1.8,1059,21%,-15%,i
COc1ccc(CC(=O)N/N=C/C=C/c2ccc3c(c2)OCO3)cc1OC,-0.23,1353,·,·,·,6%,-0.15,0.73,0.14,0.37,·,·,-1.0,1197,-14%,-13%,i
O=C(N/N=C/c1cccc([N+](=O)[O-])c1O)c1cccs1,-0.35,1292,5.5,1.6,8.1,31%,-0.58,-0.23,-0.25,-0.021,i,-1,3.9,988,20%,6%,i
CN(C)/C=C(\C#N)S(=O)(=O)c1ccccc1,-0.46,1633,4.6,1.7,6.2,-5%,-0.1,-0.31,0.14,0.39,i,7,-2.2,1093,11%,-30%,i
c1ccc(CCn2nnnc2CN2CCN(C3CCCC3)CC2)cc1,1.2,1286,4.7,2.8,5.8,1%,-0.12,-0.26,-0.25,0.16,i,26,·,·,0%,-5%,i
CC1CCCCN1C(=O)CSc1nnc(-c2ccc(Cl)s2)o1 (stereo not given),-0.15,1188,3.3,1.9,6.8,4%,-0.91,-0.28,-0.55,-0.29,i,1,-2.4,782,-15%,-40%,i
Cc1sc2ncnc(Sc3ccccc3C(=O)Nc3ccc(Br)cc3)c2c1C,-5.5,710,5.2,3.9,3.1,-2%,-0.78,-0.27,-0.69,0.53,i,10,-0.3,1127,-18%,10%,i
CCN(CC)S(=O)(=O)c1cccc(C(=O)N/N=C/c2ccccn2)c1,·,·,2.1,1.8,4.7,13%,0.29,0.64,-0.24,-0.57,i,-4,-0.5,1070,4%,-22%,i
Cc1cc(C(=O)Nc2c(C)n(C)n(-c3ccccc3)c2=O)cs1,-0.05,1230,2.8,1.0,5.6,-6%,-0.38,-0.24,-0.19,0.4,i,-7,-0.9,1043,2%,·,i
COCCN1CCn2c(nc3cc(NC(=O)c4ccc(OC)cc4)ccc32)C1,0.41,1113,1.9,1.8,8.7,2%,-1,-0.2,-0.23,0.22,·,·,-8.4,1223,7%,-3%,i
COc1ccc(-c2[nH]ncc2-c2csc(C)n2)c(O)c1,-0.06,1465,9.5,1.4,13,7%,0.18,0.1,0.27,-0.84,i,-6,-0.3,1069,-1%,-16%,i
C=CCn1c(=O)c2ccccc2n2nnc(C(=O)OCC)c12,-0.17,1032,·,·,·,0%,0.4,-0.29,0.14,0.57,·,·,0.1,1306,1%,-8%,i
COc1c(/C=N/NC(=O)c2ccccc2O)c(CCN(C)C(C)=O)cc2c1OCO2,·,·,3.1,2.0,0.2,26%,-0.033,1.1,0.53,-0.13,i,4,-1.2,936,2%,-17%,i
CCOc1cc(C2CC(=O)N3CN(C4CCCCC4)CSC3=C2C#N)ccc1O (stereo not given),0.25,1777,3.8,1.6,5.5,14%,2,0.0079,1.4,-1.3,·,·,-3.5,1166,7%,-10%,i
O=C(O)C1CCCN1c1ncnc2ccccc12 (stereo not given),1.6,1236,3.2,2.2,3.5,1%,-0.19,-0.19,-0.72,0.56,i,-9,·,·,10%,-5%,i
Cc1ccc(-n2c(SCc3ccc(C(=O)O)cc3)nnc2-c2ccncc2)cc1,0.77,1410,·,·,·,9%,-0.22,-0.22,-0.22,0.25,·,·,0.9,1314,13%,-4%,i
O=C1c2cccnc2C(Nc2ccc(Cl)cc2)N1Cc1cccs1 (stereo not given),0.32,1254,6.3,2.4,7.2,-1%,0.35,-0.33,0.38,0.15,i,2,-1.6,1120,-9%,-17%,i

# 3 compounds from above, sorted by the number in Dynein transport cytoplasmic EGFP, lowest first.
molecule,MT stabilize HCS Hoechst-high %,P. falciparum M17LAP,Dynein transport,Dynein transport cytoplasmic EGFP,Dynein transport nuclear GR-EGFP,Dynein transport cell count,HEK293 NOD2/NF-kB,NOD1 NF-kB reporter
C=CCn1c(=O)c2ccccc2n2nnc(C(=O)OCC)c12,·,0%,0.4,-0.29,0.14,0.57,1%,-8%
COCCN1CCn2c(nc3cc(NC(=O)c4ccc(OC)cc4)ccc32)C1,1.8,2%,-1,-0.2,-0.23,0.22,7%,-3%
CCOc1cc(C2CC(=O)N3CN(C4CCCCC4)CSC3=C2C#N)ccc1O (stereo not given),1.6,14%,2,0.0079,1.4,-1.3,7%,-10%

# Assay outcomes as filed in PubChem.

# Not all compounds are listed. The share of hits here may be higher or lower than overall.
